M1 ag – agonists of human M1 muscarinic receptor; P11229; CHO-K1 hM1, Fluo-8 calcium fluorescence, agonist mode; 0% DMSO, 100% acetylcholine EC100; activation, % at 3 µM; actives 0.33% (n = 360,000); AID 588814;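 active = activation above the run's mean compound activation plus 3 SD, cut at about 16% in these data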;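 also: peak over basal fluorescence ratio within a 140 s kinetic read after compound addition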
Target sequence (P11229 whole entry, looked up): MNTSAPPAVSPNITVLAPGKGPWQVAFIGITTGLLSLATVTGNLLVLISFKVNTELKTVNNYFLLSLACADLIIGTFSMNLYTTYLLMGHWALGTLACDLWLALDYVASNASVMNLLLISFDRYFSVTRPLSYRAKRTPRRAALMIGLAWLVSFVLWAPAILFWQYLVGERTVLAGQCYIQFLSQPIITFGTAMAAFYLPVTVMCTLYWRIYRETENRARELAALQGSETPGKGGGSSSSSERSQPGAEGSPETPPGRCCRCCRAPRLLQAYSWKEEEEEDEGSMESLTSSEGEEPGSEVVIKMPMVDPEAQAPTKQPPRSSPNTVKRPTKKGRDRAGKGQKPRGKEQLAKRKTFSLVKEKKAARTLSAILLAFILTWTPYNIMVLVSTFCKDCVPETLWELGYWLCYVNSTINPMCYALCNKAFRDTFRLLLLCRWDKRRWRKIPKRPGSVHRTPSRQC
CHO-K1 Ca ag – counter-screen for M1 agonists: effect in parental CHO-K1 cells | activation, % at 3 µM | AID 602248 | Fluo-8 calcium fluorescence; scaled to maximal ATP response, vehicle zero | actives 0.48% (n = 360,000); in the data active = activation above about 15%;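 also: untransfected CHO-K1 host cells lacking M1 receptor as counterscreen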
CHO parental Ca – signal in parental CHO cells, OX1R antagonist counter-screen | inhibition, % at 5.6 µM | AID 463079 | parental CHO-K1, ATP-induced calcium, Fluo-8 fluorescence | actives 0.63% (n = 330,000);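 active = inhibition above that plate's mean sample inhibition plus 3 SD, cut at about 26% in these data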;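 also: 0% = ATP-challenged DMSO wells and 100% = DMSO wells without ATP; some compounds past the cut are filed as inactive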
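Assay system – parental CHO cells · Reagent – ATP stimulus · Detection – intracellular calcium via Fluo-8 no-wash fluorescent dye · Evaluation – percent inhibition of ATP-evoked calcium rise, normalized to controls · Controls – ATP wells versus no-ATP DMSO wells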
CHO-K1 Ca antag – M1 antagonist counterscreen hit in parental CHO-K1 cells; ATP-induced calcium, Fluo-8 fluorescence; inhibition, % at 3 µM; actives 0.6% (n = 360,000); AID 602250;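 active = inhibition above a per-plate cutoff, the plate's mean sample inhibition plus 3 SD, cut at about 24% in these data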;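 also: 0% = DMSO plus EC80 ATP and 100% = DMSO alone without ATP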
CHRM1 PAM – positive allosteric modulators of human M1 muscarinic receptor; P11229; CHO-K1 hM1, Fluo-8 calcium fluorescence, ACh EC20; 0% = ACh EC20, 100% = maximal ACh; activation, % at 3 µM; actives 0.088% (n = 360,000); AID 588819; in the data active = activation above about 19%, passing the limit was not always enough
TAAR1 ag – agonists of human TAAR1 | activation, % at 3 µM | CHO RD-HGA16 TAAR1, Fluo-8 calcium fluorescence; vehicle wells 0%, saturating PEA agonist 100% | Q96RJ0 | actives 0.99% (n = 360,000);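 active = activation above the mean activation of all test compounds in the run plus 3 SD, cut at about 38% in these data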
Target sequence (Q96RJ0 whole entry, looked up): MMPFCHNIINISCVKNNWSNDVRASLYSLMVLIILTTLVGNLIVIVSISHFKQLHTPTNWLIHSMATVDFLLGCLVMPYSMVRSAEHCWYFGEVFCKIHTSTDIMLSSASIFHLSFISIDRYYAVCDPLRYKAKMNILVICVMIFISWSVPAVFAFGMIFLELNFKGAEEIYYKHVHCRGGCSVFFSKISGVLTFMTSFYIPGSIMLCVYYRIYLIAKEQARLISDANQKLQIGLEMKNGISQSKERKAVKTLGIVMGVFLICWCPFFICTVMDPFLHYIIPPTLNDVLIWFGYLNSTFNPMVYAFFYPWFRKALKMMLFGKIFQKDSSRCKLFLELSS
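System: CHO RD-HGA16 cells carrying human TAAR1 plus Gα16; Incubation: 17-24 h seeding, 75 min 37 °C dye, 30 min RT; Measured by: Fluo-8 fluorescence, 5 s baseline then 140 s kinetic read; Control set: DMSO and PEA EC100; Replication: single well for each compound.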
M1 antag – antagonists of human M1 muscarinic receptor; CHO-K1 hM1, Fluo-8 calcium fluorescence, ACh EC80 antagonist; inhibition, % at 3 µM; actives 1.3% (n = 360,000); AID 588852;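 active = percent inhibition above its own plate's cutoff, namely the mean of that plate's compound wells plus 3 SD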;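 also: peak over basal fluorescence ratio during 140 s after agonist addition; 0% = ACh EC80 plus DMSO and 100% = DMSO alone without agonist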
TAAR1 antag – human TAAR1 antagonism; CHO RD-HGA16 TAAR1, Fluo-8 calcium fluorescence, antagonist; inhibition, % at 3 µM; actives 1.5% (n = 360,000); AID 624466;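 active = inhibition above a per-plate cutoff, the mean inhibition of test compounds on that plate plus 3 SD, cut at about 49% in these data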;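 also: 0% = DMSO plus EC80 beta-PEA response and 100% = DMSO alone without agonist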
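Test system: RD-HGA16 CHO cells with stable hTAAR1 and Gα16 / Probe or stimulus: EC80 β-phenethylamine stimulus / Times: seeding 17-24 h prior, 75-min 37 °C, 30-min RT dye loading / Detection: Fluo-8 calcium-sensitive fluorescence / Read-out basis: % inhibition scaled between DMSO and EC80 PEA controls / Repeats: singlicate, one well per test compound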
M1 PAM parental – nonselective activator or artifact in parental CHO-K1 calcium assay; activation, % at 3 µM; ATP EC20, Fluo-8 calcium fluorescence; 0% at ATP EC20, 100% at ATP max; actives 0.02% (n = 360,000);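 active = activation above the run cutoff, the mean activation of all test compounds plus 3 SD, cut at about 40% in these data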;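 also: peak over basal fluorescence ratio in a 140 s read after ATP addition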
An asterisk follows results filed as active; x = no result given.

No.	canonical_smiles	M1 ag	CHO-K1 Ca ag	CHO parental Ca	CHO-K1 Ca antag	CHRM1 PAM	TAAR1 ag	M1 antag	TAAR1 antag	M1 PAM parental
1	N#CCCN1CCN(S(=O)(=O)c2ccc(S(=O)(=O)N3CCOCC3)cc2)CC1	-5	1.5	-5	2	5	0	-12	1	21
2	COc1ccc(C(C)NC(=O)CCc2ccccc2)cc1 (stereo not given)	-7	2.2	-4	-22	7	8	-20	-5	23
3	COc1ccc(N(C)C(=O)Cc2c(C(=O)O)[nH]c3ccccc23)cc1	-1	0.3	6	-1	12	0	-10	0	16
4	COc1ccccc1CN1C(=O)C(=O)N(Cc2cccc(C)c2)C1=O	-13	7.5	-23	15	-3	7	6	-11	2
5	Oc1ccc(Cl)cc1C=NN1CCCCCC1	-4	0.6	x	-11	0	6	-14	-15	12
6	Cc1cc(OCC(=O)N(C)Cc2ccccc2)cc(C)c1Cl	-10	0.7	-21	-17	-1	6	-10	7	31
7	Cn1c(=O)oc2cc(S(=O)(=O)Nc3ccc(F)cc3)ccc21	1	3.8	-8	9	-3	6	4	-3	-9
8	CCN(CC)CCCNC(=O)CCC(=O)Nc1ccc2nc(N3CCC(C)CC3)cc(C)c2c1	-8	0.1	-5	-22	2	0	-5	-15	8
9	COCCNC(=O)C(OC(=O)c1ccco1)c1ccccc1F (stereo not given)	-4	0.0	15	-8	7	4	-9	-11	13
10	CCOc1ccc(C(C)=O)cc1N1C(=O)C2C3C=CC(C3)C2C1=O (stereo not given)	-5	0.7	-11	-8	2	x	5	x	13
11	Cc1cc(C)cc(C(=O)Nc2ccc(NC(=O)c3cccs3)cc2)c1	-2	4.8	-12	-4	-3	6	7	33	19
12	Cc1ccc(CN2CCC(n3nccc3NC(=O)CCCc3ccccc3)CC2)o1	-5	0.1	-20	10	2	2	-1	-1	9
13	O=S1OCCN1c1ccccc1 (stereo not given)	-3	0.3	-3	-17	8	10	-6	-5	12
14	C=CCn1c(SCC(=O)Nc2ccc(NC(=O)c3ccco3)c(OC)c2)nnc1-c1ccncc1	-3	0.5	-18	12	0	14	7	-3	-7
15	CC1=C/C(=N\NC(=O)c2ccc(O)cc2)CC1	-7	0.6	-3	-2	12	16	-8	-12	23
16	CC(C)(C)c1nc(SCC(=O)Nc2ccc3c(c2)OCCO3)c2ccccc2n1	1	0.1	-21	13	7	-1	1	-35	-8
17	CC12CCC3C(CCC4CC(O)CCC43C)C1CC(=O)C2 (stereo not given)	-1	5.6	x	2	-7	5	-13	38	6
18	CCOC(=O)Cn1nc(C)n(-c2ccc(Br)cc2)c1=O	-3	-0.4	-3	2	10	4	-1	-1	-4
19	Cc1cc(C)nc(SCc2nnc(SCC(=O)Nc3c(C)cccc3C)o2)n1	-2	0.6	2	-7	6	3	-3	-21	6
20	COc1cccc(NC(=O)c2ccco2)c1	-3	0.1	-6	-2	6	6	-2	7	14
21	CC(=O)c1ccc(N2CCN(c3ccc4cc(S(=O)(=O)N5CCC(C)CC5)ccc4n3)CC2)cc1	0	-0.2	-2	3	-4	3	15	-3	-10
22	CCC(C)NC(=O)c1ccccc1NC(=O)CN1C(=O)c2ccccc2S1(=O)=O (stereo not given)	-4	-0.1	-5	-3	-2	2	1	-14	11
23	CCC1=C(OC(=O)N(CC)CC)N2C(=O)OC(=NCC(=O)OC)[C@]2(C)[C@H]2C1=CC[C@H]1C(=O)N(C)C(=O)[C@H]12	1	-0.1	-9	-5	7	4	-3	-5	-2
24	Cc1c(NC(=O)C(C)Sc2ccc3ccccc3n2)c(=O)n(-c2ccccc2)n1C (stereo not given)	-5	-0.6	-14	-13	1	3	-2	-9	11
25	COc1ccc(-n2c(C)nc3sc4c(c3c2=O)CCC4)cc1	-6	4.4	x	6	-5	6	5	4	7

Entries of single compounds, looked up by structure. Order of values: M1 ag, CHO-K1 Ca ag, CHO parental Ca, CHO-K1 Ca antag, CHRM1 PAM, TAAR1 ag, M1 antag, TAAR1 antag, M1 PAM parental
Record of N#CCCN1CCN(S(=O)(=O)c2ccc(S(=O)(=O)N3CCOCC3)cc2)CC1 : -5, 1.5, -5, 2, 5, 0, -12, 1, 21
Record of C=CCn1c(SCC(=O)Nc2ccc(NC(=O)c3ccco3)c(OC)c2)nnc1-c1ccncc1 : -3, 0.5, -18, 12, 0, 14, 7, -3, -7
Record of Cn1c(=O)oc2cc(S(=O)(=O)Nc3ccc(F)cc3)ccc21 : 1, 3.8, -8, 9, -3, 6, 4, -3, -9
Record of CC(=O)c1ccc(N2CCN(c3ccc4cc(S(=O)(=O)N5CCC(C)CC5)ccc4n3)CC2)cc1 : 0, -0.2, -2, 3, -4, 3, 15, -3, -10
Record of Oc1ccc(Cl)cc1C=NN1CCCCCC1 : -4, 0.6, x, -11, 0, 6, -14, -15, 12

Next section
No.	canonical_smiles	M1 ag	CHO-K1 Ca ag	CHO parental Ca	CHO-K1 Ca antag	CHRM1 PAM	TAAR1 ag	M1 antag	TAAR1 antag	M1 PAM parental
26	CN(C)c1cccc(C(=O)NCc2ccccc2)c1	-3	5.0	-8	-9	-6	0	22	-2	10
27	CCCC(=O)N1CCN(c2nc3ccc(Cl)cc3s2)CC1	2	12	-7	-8	-7	6	9	-3	-4
28	COc1cc2c(cc1OC)-c1cc(Nc3ccc(F)cc3)nc(=O)n1CC2	-2	0.5	-11	-6	15	1	-5	-5	-9
29	O=C1CCN(C(=O)c2ccc(Cl)cc2)N1	-6	-0.1	-5	8	7	3	-4	5	9
30	Cc1ccc2c(-c3ccc([N+](=O)[O-])cc3)cc(=O)[nH]c2c1	-3	0.6	-15	-6	0	-2	-3	-5	-7
31	Cc1ccc(NC(=O)C2CC(=O)n3c(nc4ccccc43)N2)cc1 (stereo not given)	0	-0.3	-6	-10	3	4	-23	-9	-10
32	C[C@H](NS(=O)(=O)c1ccc(F)cc1)C(=O)OCC(=O)c1c(N)n(C)c(=O)n(C)c1=O	-2	0.6	6	1	7	14	-1	14	6
33	CCCCNC(=O)Cn1c2c(c(-c3ccccc3Cl)cc1=O)CCC2	-3	0.8	-13	-13	5	0	-9	-12	22
34	COc1ccc(-c2cc(=O)c3ccc(O)cc3o2)cc1	1	-0.3	x	1	24*	3	-23	-43	10
35	COc1ccc(CCNC(=O)Cn2c(=O)oc3ccccc32)cc1OC	2	0.1	-4	5	12	-1	-21	0	6
36	CC(C)c1ccc(CN(C(=O)/C=C/c2ccco2)C2CCS(=O)(=O)C2)cc1 (stereo not given)	-3	0.0	-22	-16	8	0	-8	-50	21
37	Cc1cccc(N2CCN(C(=O)c3cn(C)c(=O)c4c3c3ccccc3n4C)CC2)c1C	-3	1.8	-17	-9	2	x	0	x	13
38	O=C(NC(=S)NCCN1CCOCC1)c1ccccc1Cl	1	0.0	-19	-7	10	0	-28	-11	13
39	CCOC(=O)c1cc(-c2cccc([N+](=O)[O-])c2)nc2[nH]c(=O)[nH]c(=O)c12	-4	1.1	-1	-7	5	2	-1	1	11
40	CCN1CCc2c(sc(N)c2C#N)C1	-6	-0.3	-12	6	-2	3	-12	-1	-7
41	CCOC(=O)[C@H]1[C@H]2COc3ccc(OC)cc3[C@@H]2N2C(=O)c3ccc(C)cc3NC(=O)[C@@]12C	-6	-0.3	-5	-10	-4	19	3	7	12
42	Cc1cc(-c2n[nH]c(=S)n2-c2ccc(F)cc2)nn1C	-6	0.2	-4	5	4	1	0	-2	10
43	COc1ccc(C2C(C(=O)Nc3cc(OC)c(OC)c(OC)c3)c3ccccc3C(=O)N2C)cc1 (stereo not given)	-3	5.8	-27	-9	-1	1	8	-19	8
44	CN(/C=C/C(=O)C(F)(F)C(F)(F)F)Cc1ccccc1	-5	0.6	1	-12	5	3	4	6	14
45	COc1cc(NC(=O)c2cc(Cl)nnc2Cl)cc(OC)c1OC	-4	0.1	-6	12	-5	6	6	-12	-13
46	O=C(CSc1nnc2c(n1)[nH]c1ccc(F)cc12)NCc1ccc(F)cc1	-3	0.0	1	-16	8	-2	-2	-16	8
47	Cc1ccccc1OC(C)C(=O)N1CCC(Cc2ccccc2)CC1 (stereo not given)	2	0.4	-13	2	10	2	-14	17	3
48	N#C/C(=C\c1cccnc1)c1nc2c(s1)CCCC2	-9	0.4	-19	-5	7	3	-4	3	17
49	COc1cc(/C=C(/C#N)C(=O)NCc2ccccc2)cc(OC)c1OC	9	0.0	-23	-7	21	7	2	6	14
50	Cc1cc(C)n2nc(-c3sccc3-n3c(C)ccc3C)cc2n1	-7	0.2	-16	-2	-3	4	-7	-6	3
51	CC(C)CC(=O)Nc1ccccc1N1CCN(c2ccc(F)cc2)CC1	-6	1.0	-22	-14	-2	8	-1	7	24
52	Cc1ccc2c(=O)n3c(nc2c1)C(C)NC(=O)c1cccnc1-3 (stereo not given)	-1	-0.2	x	-11	3	0	-10	-18	12
53	CCc1nc(SCc2ccc(F)cc2)[nH]c(=O)c1C#N	1	0.1	-4	-1	8	2	-23	15	12
54	CCCn1cnc2c(cnn2-c2ccc(F)cc2)c1=O	0	0.9	-1	0	7	3	-2	-2	12
55	COc1cc2[nH]c(=S)n(Cc3ccccc3)c(=O)c2cc1OC	0	0.3	-20	-9	2	7	8	0	-1
56	CCN1CCCC1CNCc1cccc(OC)c1OCc1ccc(F)cc1 (stereo not given)	-8	0.8	-18	-2	-24	0	23	-1	13
57	C=CCN1C(=O)C(C)(C)Nc2ccccc21	-2	-0.2	0	12	-1	1	4	3	-5
58	CN(CC(=O)Nc1ccccc1C(F)(F)F)C(=O)COc1ncnc2ccccc12	-1	0.1	-2	-12	1	1	0	-10	15
59	O=S(=O)(/C=C/c1ccccc1)N1CCN(c2ccccc2)CC1	-2	0.1	12	-1	0	0	-24	-14	4
60	Fc1cccc(CSc2nc3ncc(Cl)cc3[nH]2)c1	-4	1.6	13	3	1	1	-6	-17	1
61	c1ccc(-c2noc(CC3CCCCC3)n2)nc1	-7	0.0	-1	-8	10	6	-6	-20	8
62	O=C(C(Cc1ccccc1)n1cccc1)N1CCN(c2ncccn2)CC1 (stereo not given)	-5	2.9	-1	5	-2	3	-1	-13	4
63	O=C(O)C1CCN(Cc2oc(CO)cc(=O)c2O)C1 (stereo not given)	-3	0.1	x	-15	5	1	-12	-16	25
64	CCN=C1SC(CC(=O)Nc2ccc(C(F)(F)F)cc2)C(=O)N1CC (stereo not given)	-1	10	8	17	-23	24	33*	77*	-5
65	CN(C)c1ccc(C(=S)Nc2ccccc2)cc1	-10	1.0	-10	-20	-5	1	0	-1	25
66	Cc1cc(C)c(-n2c(O)c(C=NCCN3CCOCC3)c(=O)[nH]c2=O)c(C)c1	-3	-0.4	-11	-5	5	13	2	-9	18

Screening results: PubChem BioAssay, The Scripps Research Institute Molecular Screening Center

This is a random part of the collection; 4.4% or so of the library scored in one or more.
